Screens (PubChem)
Mito fusion act = qHTS Assay for Small Molecule Inhibitors of Mitochondrial Division or Activators of Mitochondrial Fusion | S. cerevisiae fusion-defective mutant growth rescue, CellTiterGlo 48 h | Potency, µM (titrated, usually from 46.1 µM), for the others: at the top dose growth rescue (activation), actives largely listed as activators | 320,000 tested, 0.23% active | AID 485298, 2010;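 note: potency is the fitted concentration of half-maximal effect; % of control where 0% means no effect; nearly all actives have a fitted effect of over 45% in size; temperature-sensitive fusion mutants such as fzo1-1 at 37 °C on non-fermentable ethanol glycerol medium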
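Growth-rescue viability read-out: after 48 h at the non-permissive 37C in glycerol/ethanol YPEG, yeast mitochondrial fusion mutants are measured by CellTiterGlo luminescence; compounds (23 nl pinned per well) restoring growth score as division inhibitors or fusion activators.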
A-T KAP1 phos = qHTS Assay for Identifying a Potential Treatment of Ataxia-Telangiectasia | Potency, µM (highest dose often 57.5 µM), without a hit: at the top dose activation, usual class: activators | 320,000 tested, 0.19% active | […] A-T fibroblasts, KAP-1 phosphorylation AlphaLISA; neocarzinostatin DNA damage 30 min before lysis; note: potency is the fitted concentration of half-maximal effect; % of control where 0% means no effect; nearly all actives have a fitted effect of over 45% in size
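hTERT-immortalized A-T patient fibroblasts ([…]), 500 cells/well in OPTI-MEM, 1% FBS, got compounds for 60 min, then NCS for 30 min at 37C. Lysates were then assayed for phospho-KAP-1 by AlphaLISA (anti-pKAP1 donor, anti-KAP1 acceptor beads), 6 hr at 25C.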
Tb PFK block = qHTS Assay to Find Inhibitors of T. brucei phosphofructokinase; ATP-dependent 6-phosphofructokinase (Trypanosoma brucei brucei), O15648; T. brucei PFK, ADP-Glo luminescence; Potency, µM (series often up to 57.5 µM), inactives show top-dose activity, negative = inhibition, actives largely listed as inhibitors; 330,000 tested, 0.17% active; AID 485367, 2010;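 note: potency is the fitted concentration of half-maximal effect; 0% = uninhibited 1x PFK enzyme wells and -100% = no-enzyme wells; nearly all actives have a fitted effect of over 60% in size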
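ADP-Glo luminescence quantified ADP after 45 min at room temperature, with 1.25 nM T. brucei PFK, 0.1 mM ATP and 0.5 mM fructose-6-phosphate in pH 8.0 TEA buffer. qHTS titrations up to 57 µM; curves classified by quality.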
TSHR antag = Antagonists of the Thyroid Stimulating Hormone Receptor: HTS campaign | Thyrotropin receptor (Homo sapiens), P16473 | TSHR-expressing cells, TSH-stimulated cAMP HTRF, 2 h; hits give low values | activity change, negative = inhibition, % at 11.5 µM | 330,000 tested, 0.2% active | AID 504810, 2011;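 active = activity change below a set negative limit, meaning inhibition stronger than a set level, cut at about -70% in these data; inconclusive = activity change between two set negative limits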; note: % is set by controls: 0 for no effect and ±100 for the full control effect
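Antagonism was scored as loss of TSH-driven cAMP in TSHR cells, stimulated with 4nM TSH (EC80) for 2 hours at 37 deg C and detected by homogeneous HTRF competition immunoassay.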
PTAP TSG101 blk = qHTS Assay for Iinhibitors of HIV-1 Budding by Blocking the Interaction of PTAP/TSG101 | Tumor susceptibility gene 101 protein (Homo sapiens), Q99816 | Potency, µM (doses to about 115 µM), for the others: at the top dose activity change, negative = inhibition, actives largely listed as inhibitors | 340,000 tested, under 10 active | Fluorescence polarization, FITC-PTAP peptide / Tsg101 binding; active = well fitted inhibition curve with a large enough effect in the main read-out, with a control signal flat, not every such curve was filed as active; inconclusive = small, poorly fitted or top-dose-only effect, or effect the other way, or a change in a side signal; inactive = no such curve, though single readings can be large or run the other way; note: potency is the fitted concentration of half-maximal effect; % of control where 0% means no effect
Target sequence (Q99816 whole entry, looked up): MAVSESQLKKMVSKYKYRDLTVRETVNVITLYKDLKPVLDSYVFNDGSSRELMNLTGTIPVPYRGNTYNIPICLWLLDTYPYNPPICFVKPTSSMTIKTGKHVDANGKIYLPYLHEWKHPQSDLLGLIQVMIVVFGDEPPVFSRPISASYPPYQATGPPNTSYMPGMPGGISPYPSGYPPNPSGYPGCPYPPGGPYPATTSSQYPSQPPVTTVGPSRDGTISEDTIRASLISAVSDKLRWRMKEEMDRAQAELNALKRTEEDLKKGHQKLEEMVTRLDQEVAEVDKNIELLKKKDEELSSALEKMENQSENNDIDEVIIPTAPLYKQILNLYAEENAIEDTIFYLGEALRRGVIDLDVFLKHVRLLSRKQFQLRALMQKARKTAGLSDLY
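Fluorescence anisotropy tracks displacement of a FITC-tagged PTAP peptide (50 nM) from the Tsg101 binding domain (10 uM), following a 20 min room-temperature incubation at pH 7.5.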
Eya2 phos inh = qHTS Assay for Inhibitors of the Phosphatase Activity of Eya2; Protein phosphatase EYA2 (Homo sapiens), O00167; recombinant Eya2, OMFP fluorescence dephosphorylation (OMFP is methylfluorescein phosphate); Potency, µM (highest dose often 76.9 µM), for inactives: at the highest dose activity, negative = inhibition, hits mostly inhibitors; 330,000 tested, 0.006% active; AID 488837, 2010; note: potency is the fitted concentration of half-maximal effect; % is set by controls: 0 for no effect and ±100 for the full control effect
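Eya2 (0.2 uM) preincubated 10 min at ambient with compound, then OMFP substrate added at 50 uM; 10 min reaction in 50 mM HEPES pH 7.5, 50 mM NaCl, 5 uM MgCl2, 0.05% BSA, 1 mM DTT. Fluorescence read at Ex 485/Em 525 nm.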
TCR activator = Activators of T cell receptors: qHTS campaign | primary human leukocytes, anti-CD3, IL-2 HTRF, 48 h | Potency, µM (highest dose often 9.22 µM), for inactives: top-dose activation of IL-2 secretion, hits mostly activators | 330,000 tested, under 10 active; note: % of control where 0% means no effect
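Primary human leukocytes incubated 48 hr with anti-CD3 beads plus compound, without co-stimulation. Secreted IL-2 measured by HTRF (europium cryptate/d2 anti-IL-2 pair, 320 nm excitation, 665 nm emission).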
ELG1 DNA repair = qHTS screen for small molecules that inhibit ELG1-dependent DNA repair in human embryonic kidney (HEK293T) cells expressing luciferase-tagged ELG1; HEK293T ELG1-luciferase reporter, luminescence, 16 h; DNA damage induced by 5-fluorouridine; Potency, µM (titrated, usually from 46.1 µM), for inactives: at the highest dose activity change, negative = inhibition, hits mostly inhibitors; 330,000 tested, 2.3% active; AID 504467, 2011; note: potency is the fitted concentration of half-maximal effect; % is set by controls: 0 for no effect and ±100 for the full control effect; nearly all actives have a fitted effect of over 55% in size
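Step one: seed 2,000 cells per well. Step two: pin-transfer compound or DMSO alongside 5-fluorouridine. Step three: incubate 16 hr, 37 °C, 5% CO2. Step four: add ONE-Glo, wait 30 min, read luminescence.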
S-ASM inh = Inhibitors of Secretory Acid Sphingomyelinase (S-ASM): qHTS; Potency, µM (titrated, usually from 57.5 µM), for inactives: at the highest dose activity change, negative = inhibition, hits mostly inhibitors; placental ASM, HMU-PC fluorogenic substrate, 60 min; 340,000 tested, 0.006% active; AID 504937, 2011; Sphingomyelin phosphodiesterase (Homo sapiens), P17405; note: potency is the fitted concentration of half-maximal effect
Target sequence (P17405 47-631 limits assumed): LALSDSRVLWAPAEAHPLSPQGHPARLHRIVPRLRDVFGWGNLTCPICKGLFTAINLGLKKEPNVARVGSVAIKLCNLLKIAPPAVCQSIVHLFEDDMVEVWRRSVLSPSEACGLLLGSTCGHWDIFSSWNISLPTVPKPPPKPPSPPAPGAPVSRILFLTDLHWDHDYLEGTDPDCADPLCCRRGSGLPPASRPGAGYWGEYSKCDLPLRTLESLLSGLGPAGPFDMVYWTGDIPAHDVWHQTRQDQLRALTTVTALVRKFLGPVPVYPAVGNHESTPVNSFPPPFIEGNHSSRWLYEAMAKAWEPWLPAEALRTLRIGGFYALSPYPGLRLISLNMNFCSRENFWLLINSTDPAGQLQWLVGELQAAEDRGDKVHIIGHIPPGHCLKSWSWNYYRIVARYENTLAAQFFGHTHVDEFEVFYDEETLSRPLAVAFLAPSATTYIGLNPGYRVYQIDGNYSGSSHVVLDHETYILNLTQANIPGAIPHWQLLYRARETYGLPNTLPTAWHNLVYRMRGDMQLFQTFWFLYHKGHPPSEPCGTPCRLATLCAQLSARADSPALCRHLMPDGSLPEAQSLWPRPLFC
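HMU-PC0 cleavage (9 uM final) by human placental ASM, 60 min at 37 °C following 10 min compound exposure at RT; stopped at pH 10, fluorescence Ex 386/Em 447 nm.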
BCR signal inh = qHTS Assay to Find Inhibitors of Chronic Active B-Cell Receptor Signaling; ABC-DLBCL IkBa-CBG/CBR reporter, luminescence ratio, 4 h; 340,000 tested, 0.05% active; Potency, µM (series often up to 46.1 µM), for the others: top-dose ratio change, negative = lower green/red ratio, usual class: inhibitors; active = well fitted inhibition curve with a large enough effect in the signal ratio, with a control signal flat, not every such curve was filed as active; inconclusive = small, poorly fitted or top-dose-only effect, or effect the other way, or a change in a side signal; the % refers to the signal ratio;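 note: potency is the fitted concentration of half-maximal effect; plate controls were basal doxycycline-induced cells for no effect and cells given 10 µM MG132 for full effect; MG132 reads +100%, hits lower the ratio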
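TMD8 human ABC-DLBCL cells with doxycycline-inducible IκBα–green luciferase fusion and unfused red luciferase, in 0.5% FBS medium; compounds up to 46 uM, 4 h at 37C. Green/red luminescence ratio, filter-overlap corrected, fitted to concentration-response curves.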
a7 integrin act = qHTS for Activators of Integrin-Mediated Alleviation for Muscular Dystrophy. alpha7betagal myoblasts, beta-gal FDG fluorescence, 48 h. Potency, µM (titrated, usually from 38.3 µM), for the others: at the highest dose activation, usual class: activators. 350,000 tested, 0.064% active. AID 624291, 2012;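 note: potency is the fitted concentration of half-maximal effect; 100% = response of the positive control SU9516; nearly all actives have a fitted effect of over 60% in size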
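alpha7betagal+/- myoblasts (passage 13, 250/well) treated 48 h at 37C with compounds at 1:260 dilution of DMSO stock. Lysed, then beta-galactosidase activity read as FDG fluorescence (ex 480/em 540) after 30 min, with pre-read for autofluorescence.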
The depositor's hits bear a star; ? = inconclusive; nt = no result given; [ ] = dose if it differs, or a comment. Unless noted, calls come from the whole dose curve; as a rule, active = well fitted curve in the direction sought with a large enough effect; inconclusive = small, poorly fitted or top-dose-only effect, or another doubt; inactive = no such curve, though single readings can be large; an effect the other way counts as inactive or inconclusive. Compounds were not picked by outcome (roughly 3.2% active in at least one column).

# | SMILES | Mito fusion act | A-T KAP1 phos | Tb PFK block | TSHR antag | PTAP TSG101 blk | Eya2 phos inh
1 | C=CCNc1ccc(N2C(=O)CCCC2=O)cc1[N+](=O)[O-] | 2% | -20% | 3% | -7 | 0% | 2%
2 | CC(C)NS(=O)(=O)c1cc(C(=O)O)ccc1Cl | -7% | 1% | -2% | -7 | -3% | 7%
3 | CCCN1CCN(C(=S)Nc2ccccc2C(F)(F)F)CC1 | 2% | 1% | 0% | 10 | 2% | -6%
4 | O=C(Nc1ccc2nc3n(c(=O)c2c1)CCCC3)c1cc([N+](=O)[O-])ccc1F | 0% | -14% | 0% | -48 | 0% | -2%
5 | O=C(COc1cc(O)c2c(=O)cc(-c3ccccc3)oc2c1)c1ccccc1 | 3% | -2% | 0% | 4 | 0% | -4%
6 | COC(=O)CNC(=O)C(Cc1ccccc1)NS(=O)(=O)c1ccc2c(c1)c(=O)n(C)c(=O)n2C (stereo not drawn) | ? | -10% | 2% | -3 | -1% | 11%
7 | CCN(C(=O)COC(=O)C1CC1C)c1c(N)n(Cc2ccccc2)c(=O)[nH]c1=O (stereo not drawn) | 11% | -3% | -2% | 3 | -10% | -6%
8 | Cc1oc(-c2cccc(C(F)(F)F)c2)nc1CN1CCN(c2ccccn2)CC1 | -2% | 1% | -3% | -8 | -4% | -7%
9 | Cc1ccc2[nH]c(=O)c3cc(C(=O)NC(C)C)sc3c2c1 | 3% | -5% | 1% | -7 | 0% | ?
10 | O=C(COC(=O)c1cc(S(=O)(=O)N2CCCCC2)ccc1N1CCOCC1)c1ccc(F)cc1 | 30% | -3% | 3% | -1 | -3% | -11%
11 | Cc1cc(NC(=O)c2cccc(N3C(=O)CCC3=O)c2)no1 | -4% | -4% | -1% | 1 | -6% | 1%
12 | Cc1ccc(N=C2NC(=O)c3cc([N+](=O)[O-])ccc32)cc1 | -1% | -5% | -2% | -1 | -1% | -4%

# | TCR activator | ELG1 DNA repair | S-ASM inh | BCR signal inh | a7 integrin act
1 | -14% | 1% | -4% | 0% | ?
2 | -7% | ? | 3% | 1% | 22%
3 | -3%[46.1 µM] | ? | 3% | -14% | 8%
4 | 2%[46.1 µM] | ? | 30% | ? | -54%[inhibitor]
5 | -1% | 3% | -3% | -8% | -3%
6 | 5% | 1% | 0% | 6% | 1%
7 | 0% | 6% | 4% | 7% | -8%
8 | 1% | 0% | -4% | -15% | -5%
9 | -4% | 4% | 44%[activator] | 12% | 5%
10 | -5% | 10µM* | -2% | -3% | 12%
11 | 2% | 0% | -1% | -1% | 6%
12 | 3%[46.1 µM] | ? | -5% | -1% | -14%

# | SMILES | Mito fusion act | A-T KAP1 phos | Tb PFK block | TSHR antag | PTAP TSG101 blk | Eya2 phos inh
13 | COc1cccc(CN(C(=O)COc2ccc(Cl)cc2)C2CCS(=O)(=O)C2)c1 (stereo not drawn) | -2% | -2% | 1% | 6 | -1% | 7%
14 | CC(=O)Nc1ccc(NC(=O)COC(=O)c2ccco2)cc1 | 12% | 4% | -5% | -5 | -6% | 13%
15 | Cc1ccc(N2C(S)=C(C#N)C(=O)NC2c2ccco2)cc1 (stereo not drawn) | 4% | -5% | 5% | 7 | -3% | -8%
16 | CCO[C@H]1OC(C(=O)NCc2nc3ccccc3[nH]2)=C[C@@H](c2ccc(C(F)(F)F)cc2)[C@@H]1CCCO | 7% | nt | 3% | -9 | -7% | -9%
17 | N#CCCN(C(=O)COc1ccc(Br)cc1F)c1ccc(F)cc1 | -2% | -1% | 2% | -1 | -5% | ?
18 | CCOCC(=O)Nc1cc(C(=O)Nc2cc(C)cc(C)c2)ccc1Cl | 4% | 2% | -3% | -11 | nt | -1%
19 | Cc1ccc(S(=O)(=O)N2CCCCC2)cc1NC(=O)c1cncc(Br)c1 | -5% | 0% | 0% | -5 | 0% | 15%
20 | NS(=O)(=O)c1ccc(S(=O)(=O)N2CCCC2)cc1 | -8% | 2% | 0% | 20 | -1% | 15%
21 | CCSC1=C(C#N)C2(CCCCC2)C2=C(CC(C)(C)CC2=O)N1 | 2% | 10% | 5% | 0 | 0% | -8%
22 | Cc1ccc(C)c(N2CCN(C(=O)C3CCCN(S(=O)(=O)c4c(C)noc4C)C3)CC2)c1 (stereo not drawn) | 12% | -7% | 1% | -17 | -3% | 7%
23 | COc1ccc(NC(=O)C2=C(C)NC(=O)NC2c2ccccc2[N+](=O)[O-])cc1 (stereo not drawn) | 0% | 1% | 0% | -3 | -1% | -27%
24 | Cc1cc(C)c(NC(=O)C[N+](C)(C)CC(O)COc2cccc3ccccc23)c(C)c1 (stereo not drawn) | 1% | 26% | ? | 10 | -5% | ?

# | TCR activator | ELG1 DNA repair | S-ASM inh | BCR signal inh | a7 integrin act
13 | 0% | 1% | -1% | -2% | 0%
14 | -2% | 21% | -2% | 12% | -12%
15 | 2% | 25% | 0% | ? | 11%
16 | -3% | -20% | -22% | ? | -11%
17 | -10% | 1% | -1% | -5% | ?
18 | nt | ? | nt | -14% | nt
19 | -3% | 5.8µM* | nt | ? | 20%
20 | 1% | 8% | 0% | 6% | 20%
21 | -1% | ? | 4% | ? | -2%
22 | -3% | 15µM* | 2% | 1% | -38%
23 | 6% | -6% | 9% | -14% | 0%
24 | 0% | 5% | -11% | 1% | 0%

# | SMILES | Mito fusion act | A-T KAP1 phos | Tb PFK block | TSHR antag | PTAP TSG101 blk | Eya2 phos inh
25 | CNc1ccc(C(=O)OCC(=O)NCc2ccc3c(c2)OCO3)cc1[N+](=O)[O-] | -1% | -7% | -15% | -10 | -8% | 22%
26 | CCOC(=O)C1CCCN(CC(=O)NC2CC2)C1 (stereo not drawn) | -2% | 7% | -8% | -4 | nt | 31%
27 | CCOC(=O)C1C(=O)C=C(N2CCOCC2)CC1c1cccc(OC)c1 (stereo not drawn) | -1% | -1% | 2% | -1 | -6% | 3%
28 | CN(CC(=O)Nc1ccccc1C(F)(F)F)C(=O)CCc1nc2ccccc2c(=O)[nH]1 | -1% | 1% | -3% | -5 | -5% | 4%
29 | O=C(Nc1ccc2ccccc2c1)c1ccc2[nH]c(=O)c(=O)[nH]c2c1 | 10% | -7% | -4% | -3 | 4% | -26%
30 | O=C(c1ccc(Br)o1)N(Cc1ccccc1)Cc1ccccc1 | ? | -3% | -1% | 15 | -8% | -17%
31 | Cc1nc(-c2ccccc2)sc1C(=O)CSc1ccc(F)cc1 | 7% | 10% | -3% | -15 | 0% | -7%

# | TCR activator | ELG1 DNA repair | S-ASM inh | BCR signal inh | a7 integrin act
25 | 6% | 15% | -2% | -1% | -19%
26 | nt | 0% | 6% | -1% | -4%
27 | 0% | 1% | -2% | 13% | -17%
28 | 7% | 11% | 5% | -12% | -14%
29 | 1% | 8% | -10% | -6% | ?
30 | 0% | -1% | -3% | 3% | -9%
31 | 3% | 24% | -9% | ? | 19%
